MBD2 inh – blocks human MBD2 binding to methylated DNA | Q9UBB5 | TR-FRET, MBD2 binding to methylated oligonucleotide | inhibition, % at 4.4 µM | 370,000 compounds, 0.31% hits; in the data active means inhibition above about 13%
Tn7 DDE FP – DD(E)-Tn7 binding inhibition, primary FP screen. P02675. FP displacement of FITC-Tn7 peptide from fibrin DD(E); 0% = median of compound wells per plate. inhibition, % at 8.3 µM. 370,000 compounds, 0.13% hits;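 active means inhibition above the mean of compounds falling within the control limits plus 3 SD of them, cut at about 14% in these data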;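 further: 0% = plate median of compound wells and 100% = 10 µM Aha-Tn7 peptide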
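Assay system: human fibrin DD(E) protein / Input: 2 µM fibrin DD(E) / Benchmarks: high control of 10 µM Aha-Tn7 peptide / Measured by: fluorescence polarization of the labelled Tn7 tracer / Medium: Tris buffer with calcium and detergent, pH 7.8 / Timing: 10 min compound pre-incubation, 3 h probe incubation at room temperature / Repeats: one replicate per compound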
Tn6 DDE FP – disrupts Tn6 cyclic peptide binding to fibrin D-Dimer-E complex; P02675; Fibrin DD(E) TRITC-Tn6 fluorescence polarization displacement; inhibition, % at 8.3 µM; 370,000 compounds, 0.21% hits; AID 720509;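 active means inhibition above a per-campaign cutoff: mean of compounds within control limits plus 3 SD, cut at about 15% in these data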;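 further: 0% = median of all compound wells on the plate and 100% = blocking peptide control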
ADAM17 inh – ADAM17 inhibition, QFRET primary screen; recombinant ADAM17, EDANS/DABCYL FRET peptide cleavage; inhibition, % at 6.95 µM; 370,000 compounds, 0.83% hits;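 active means inhibition above the mean of compounds lying between control limits plus 3 SD, set per campaign, cut at about 8.5% in these data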;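 further: 0% = DMSO-only wells as the low control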
Target sequence (P78536 215-824 limits assumed): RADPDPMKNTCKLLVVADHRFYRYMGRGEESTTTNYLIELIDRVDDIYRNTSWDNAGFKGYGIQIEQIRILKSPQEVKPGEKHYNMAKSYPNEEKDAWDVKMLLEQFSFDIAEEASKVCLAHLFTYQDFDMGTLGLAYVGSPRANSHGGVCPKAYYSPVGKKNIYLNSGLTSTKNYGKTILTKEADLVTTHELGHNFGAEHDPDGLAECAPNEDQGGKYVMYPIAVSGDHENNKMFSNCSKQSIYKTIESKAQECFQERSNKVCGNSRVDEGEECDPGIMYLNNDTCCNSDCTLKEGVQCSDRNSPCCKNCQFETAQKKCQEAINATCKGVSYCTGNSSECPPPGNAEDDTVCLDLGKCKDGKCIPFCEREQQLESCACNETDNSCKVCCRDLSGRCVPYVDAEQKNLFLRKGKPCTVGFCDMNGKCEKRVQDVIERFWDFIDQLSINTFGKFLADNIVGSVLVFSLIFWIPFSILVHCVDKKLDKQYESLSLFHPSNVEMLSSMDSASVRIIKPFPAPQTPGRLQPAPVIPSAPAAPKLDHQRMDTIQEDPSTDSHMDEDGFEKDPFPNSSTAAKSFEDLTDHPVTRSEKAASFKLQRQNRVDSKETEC
PLC-beta3 inh – blocks human PLC-beta3 enzyme activity; Q01970; Purified PLC-beta3, fluorogenic substrate, fluorescence; inhibition, % at 12.2 µM; 370,000 compounds, 0.18% hits; in the data active means inhibition above about 11%;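 further: 0% = median of compound wells on plate and 100% = full blocker control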
PLCg1 inh – PLC-gamma1 (human) inhibition, primary screen; purified PLC-gamma1, fluorogenic substrate, fluorescence; inhibition, % at 12.2 µM; 370,000 compounds, 0.84% hits; in the data active means inhibition above about 9.5%
ARFGAP1 inh – inhibitors of rat ARFGAP1; Q62848; Arfgap1-stimulated ARF1 GTP hydrolysis, GDP FP detection; inhibition, % at 16.5 µM; 360,000 compounds, 0.26% hits;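 active means inhibition above a per-plate limit, mean inhibition of low control wells plus 3 SD, cut at about 25% in these data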;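 further: 0% = DMSO wells with enzyme and 100% = wells lacking Arfgap1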
Target sequence (Q62848 1-136 limits assumed): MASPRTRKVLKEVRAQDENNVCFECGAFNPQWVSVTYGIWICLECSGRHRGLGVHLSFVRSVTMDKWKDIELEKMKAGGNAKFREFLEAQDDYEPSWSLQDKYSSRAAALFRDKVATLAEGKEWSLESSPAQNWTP
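Material – truncated rat Arfgap1 GAP domain · Buffer or medium – HEPES-based buffer, pH 7.5 · Reagent – human ARF1(Δ1-17)-GTP substrate · Dosing – 16.5 µM single point, 1.26% DMSO · Schedule – GTP hydrolysis reaction 2 h at 25 °C · Technique – GDP detection by fluorescence polarization · Benchmarks – No-Arfgap1 wells (100%) versus DMSO full-reaction wells (0%) · Repeats – single replicate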
UHRF1 binding – blocks human UHRF1 binding to methylated DNA; inhibition, % at 4.4 µM; UHRF1 binding to methylated oligo, TR-FRET; AID 687016; 370,000 compounds, 0.75% hits; Q96T88; in the data active means inhibition above about 21%;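 further: UHRF1 SRA domain binding a hemimethylated CpG hairpin DNA probe; 0% = median of test compound wells and 100% = reference inhibitor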
ASAP1 inh – inhibitors of human ASAP1 ArfGAP activity | Q9ULH1 | ASAP1-stimulated ARF1 GTP hydrolysis, GDP FP detection | inhibition, % at 16.5 µM | 360,000 compounds, 0.19% hits; in the data active means inhibition above about 25%;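 further: 0% = vehicle with enzyme and substrate and 100% = no enzyme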
proKLK7 act – activators of human kallikrein-7 zymogen. P49862. purified proKLK7, EDANS-DABCYL substrate fluorescence; 100% is mature enzyme control, 0% vehicle. activation, % at 7 µM. 370,000 compounds, 0.9% hits. AID 652039;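 active means activation above the mean of all tested compounds plus 3 SD, computed per campaign excluding outliers beyond control limits, cut at about 13% in these data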
Target sequence (P49862 whole entry, looked up): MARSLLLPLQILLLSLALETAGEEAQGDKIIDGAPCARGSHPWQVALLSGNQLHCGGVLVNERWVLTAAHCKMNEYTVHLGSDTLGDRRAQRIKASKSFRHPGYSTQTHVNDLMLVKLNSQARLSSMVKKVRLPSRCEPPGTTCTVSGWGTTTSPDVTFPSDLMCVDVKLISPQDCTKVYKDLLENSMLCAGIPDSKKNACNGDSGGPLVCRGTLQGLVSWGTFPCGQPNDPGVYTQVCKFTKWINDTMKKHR
* = called active by the depositor; . = not tested or not shown.

The opening 2 entries, to show the layout:
entry	Compound	MBD2 inh	Tn7 DDE FP	Tn6 DDE FP	ADAM17 inh	PLC-beta3 inh	PLCg1 inh	ARFGAP1 inh	UHRF1 binding	ASAP1 inh	proKLK7 act
1	O=C(CCN1C(=O)/C(=C/c2cccs2)SC1=S)Nc1ccccn1	-4	-1	-4	0	-1	0	-8	-4	8	-0.7
2	COc1ccc(S(=O)Cc2ccc(C(=O)N3CCN(C(=O)c4ccco4)CC3)o2)cc1 (configuration not stated)	4	-2	10	-4	-6	-1	8	-2	-20	0.4

The whole of this part, from the start:
entry	Compound	MBD2 inh	Tn7 DDE FP	Tn6 DDE FP	ADAM17 inh	PLC-beta3 inh	PLCg1 inh	ARFGAP1 inh	UHRF1 binding	ASAP1 inh	proKLK7 act
1	O=C(CCN1C(=O)/C(=C/c2cccs2)SC1=S)Nc1ccccn1	-4	-1	-4	0	-1	0	-8	-4	8	-0.7
2	COc1ccc(S(=O)Cc2ccc(C(=O)N3CCN(C(=O)c4ccco4)CC3)o2)cc1 (configuration not stated)	4	-2	10	-4	-6	-1	8	-2	-20	0.4
3	COc1ccccc1C(=O)NC(=O)COC(=O)CCOc1cc(C)ccc1C	0	-5	-2	1	-4	2	7	3	-2	0.3
4	Cc1cc(Cl)ccc1C(=O)C1CCCN(C(=O)c2cccc(N3CCCC3=O)c2)C1 (configuration not stated)	2	-3	-2	0	2	-1	-5	-3	9	-0.1
5	Cc1ccccc1CN1CCCCC(NC(=O)c2ccccc2F)C1=O (configuration not stated)	0	3	6	-7	2	0	.	0	.	-0.2
6	CCc1ccc(C(=O)C(C)OC(=O)CNS(=O)(=O)c2ccc(C)cc2)cc1 (configuration not stated)	0	0	-4	-1	-3	1	17	0	9	-0.8
7	COc1ccc(C2NC(=O)NC(O)(C(F)(F)F)C2C(=O)c2ccccc2)cc1OC (configuration not stated)	-1	-6	3	-3	4	2	9	-2	1	0.5
8	COc1ccccc1N(CC(=O)NCCSCc1cccc(C)c1)S(=O)(=O)c1ccccc1	-2	-2	-14	2	-13	-1	-9	-2	-1	0.1
9	OCc1nnn(-c2cccc(C(F)(F)F)c2)c1CO	2	-3	-4	-1	0	2	7	0	-13	0.0
10	COc1ccc(CCNC(=O)COc2ccc(-c3ccccc3)cc2)cc1OC	8	-3	-5	-1	-1	-2	-1	6	-10	-0.2
11	COc1ccc(OC)c(-c2nnc(NC(=O)C(C)Sc3nncn3C)s2)c1 (configuration not stated)	1	0	-3	-16	-16	-13	2	2	-9	1.2
12	CCN(CC)c1ccc(NC(=O)c2ccccc2F)cc1S(=O)(=O)Nc1ccccc1OC	-2	4	-4	6	-5	-3	-6	1	7	0.4
13	CCC1C(=O)NCCN1C(=O)c1cc(COc2cc(C)ccc2C)on1 (configuration not stated)	1	10	0	-3	-5	2	-2	-2	-10	0.7
14	CC(C)Cc1ccc(C(C)C(=O)Nc2ncccn2)cc1 (configuration not stated)	-5	7	3	0	-1	0	8	-1	-1	0.6
15	COc1cc(-n2c(=O)c3ccccc3n(Cc3cccc(C)c3)c2=O)cc(OC)c1OC	3	2	11	-6	-6	-1	-11	1	-4	0.7
16	COc1cc(OC)c(C2NC(=O)CCC2[N+](=O)[O-])cc1OC (configuration not stated)	-5	-2	-4	-4	-4	1	7	-3	-4	0.5
17	CNc1n[nH]c(=S)s1	1	4	-3	1	-7	2	13	2	6	0.1
18	CCCCN1CC[C@H]2C=CC[C@@H](C(=O)N3CCN(c4ccccc4)CC3)[C@H]2C1=O	0	-3	-4	-1	3	1	-1	-2	-11	-0.3
19	O=C(O)c1ccc(NC(=S)Nc2ccccc2)cc1	2	6	-7	-2	1	3	3	2	5	-0.7
20	Cc1ccc(N2CCOCC2)c2c1C(=O)c1ccccc1C2=O	-19	9	-9	-5	3	-2	-9	-10	-1	0.1
21	O=c1oc2ccccc2c(O)c1/C=N/c1ccccn1	-7	5	6	1	-1	0	-1	1	-13	-0.7
22	C/C(=N/Oc1nc(C)cc(C)n1)c1ccc(F)cc1	0	5	4	-1	-4	2	17	1	0	-0.4
23	COc1ccc(CNC(=O)c2ccc3c(c2)NC(=O)C(C)S3)cc1 (configuration not stated)	-1	3	-3	-7	-13	-3	-4	3	-7	-0.6
24	N#C/C(=C/c1ccc(OC(=O)c2ccc(Br)s2)cc1)c1nc2ccccc2[nH]1	-3	1	-6	-10	-25	-13	3	-2	5	-0.6
25	Cc1ccccc1-n1nc2c(c1NC(=O)COc1ccc(Cl)cc1)CS(=O)C2 (configuration not stated)	-1	-1	-2	2	2	3	-10	0	2	0.2
26	c1ccc(CN2CCC(N3CCN(Cc4ccc5c(c4)OCO5)CC3)CC2)cc1	-4	1	3	-2	-5	2	3	-1	4	0.0
27	Cc1ccc(N2CC(C(=O)Nc3nnc(SCCC4OCCO4)s3)CC2=O)cc1C (configuration not stated)	-3	7	-5	-4	-13	-5	2	-4	-16	0.6
28	O=C(CSC(=S)N1CCCC1)N/N=C/c1c(O)[nH]c(=S)[nH]c1=O	2	-10	-1	5	-21	-7	6	0	1	-0.4
29	O=C(C[C@H]1C(=O)N(c2ccc(F)c(F)c2)C[C@@H]1Cc1ccccc1)Nc1ccccc1	6	-1	-14	9.2*	12*	18*	6	3	-4	0.9
30	C[C@@H]1C(=O)O[C@@H]2CC34[C@H]5C[C@@H](C(C)(C)C)C36[C@H](OC(=O)[C@@H]6O)OC4(C(=O)O5)[C@@]12O (some centres not stated)	-4	-7	-5	-2	2	3	0	-1	-4	-0.2

Given with two lines to a compound: entries from further up.
Sequence of screens – MBD2 inh | Tn7 DDE FP | Tn6 DDE FP | ADAM17 inh | PLC-beta3 inh | PLCg1 inh | ARFGAP1 inh | UHRF1 binding | ASAP1 inh | proKLK7 act
3	COc1ccccc1C(=O)NC(=O)COC(=O)CCOc1cc(C)ccc1C
    0 | -5 | -2 | 1 | -4 | 2 | 7 | 3 | -2 | 0.3
4	Cc1cc(Cl)ccc1C(=O)C1CCCN(C(=O)c2cccc(N3CCCC3=O)c2)C1 (configuration not stated)
    2 | -3 | -2 | 0 | 2 | -1 | -5 | -3 | 9 | -0.1

Next results
entry	Compound	MBD2 inh	Tn7 DDE FP	Tn6 DDE FP	ADAM17 inh	PLC-beta3 inh	PLCg1 inh	ARFGAP1 inh	UHRF1 binding	ASAP1 inh	proKLK7 act
31	COc1ccc(CC(NC(C)=O)C(=O)NC2CCN(C(=O)C3CCCCC3)CC2)cc1OC (configuration not stated)	-9	5	2	-3	-5	1	-6	1	-13	0.6
32	Cc1nn(Cc2ccccc2)c(C)c1CNC(=O)c1ccc(F)c(S(=O)(=O)N2CCOCC2)c1	-3	-2	5	3	-1	7	-8	1	8	0.4
33	C=C(C1=CCN(S(=O)C(C)(C)C)[C@H]1CCO)c1ccccc1 (some centres not stated)	-1	3	-1	-1	-2	-5	12	-4	3	0.2
34	Cc1cc(C)c(OCC(=O)Nc2cc(C(=O)O)cc(C(=O)O)c2)cc1C	-1	1	3	8	2	2	5	0	2	0.6
35	CN(C)CCN1CCN(C2CN(Cc3ccccc3)S(=O)(=O)C2)CC1 (configuration not stated)	-1	-1	-4	-5	1	-1	1	1	-5	0.8
36	NS(=O)(=O)c1ccc(CCNC(=O)c2ccc3nccnc3c2)cc1	15*	8	0	-17	-69	-51	-3	18	-6	-2.3
37	O=C(OCc1ccccc1)N1CCC2CC1c1ccc(Cl)cc12 (configuration not stated)	1	2	-8	-2	-8	-1	1	7	-3	1.0
38	C=CCn1c(=O)c(C(=O)Nc2cc(C)ccn2)c(O)c2ccccc21	-2	0	-5	-4	-10	1	7	0	0	0.4
39	COc1ccccc1-c1ccc2c(c1)C(C)(Cc1ccccc1C#N)C(=O)N2 (configuration not stated)	-1	-5	7	3	-3	-1	-8	1	-3	0.8
40	O=C(N/N=C/c1ccccn1)c1ccc(N/N=C/c2ccccn2)cc1	0	0	-1	2	0	1	-11	0	11	0.2
41	CCN(CC(=O)NCCCN1CCOCC1)S(=O)(=O)c1ccc(Cl)cc1	-7	7	-8	-5	-4	-1	0	-1	0	-0.6
42	Cc1csc(NC(=O)[C@@H](NC(=O)c2ccccc2)C(C)C)n1	-3	-3	4	-2	2	0	-8	0	0	-0.1
43	CCN(C(=O)c1cccc(F)c1)c1ccccc1C	2	-5	-1	-1	5	1	10	-1	6	0.3
44	Cc1csc(NC(=O)CSc2nnc(NC(=O)COc3ccccc3)s2)n1	3	-3	-2	-2	2	-2	-2	-5	-7	-0.1
45	COc1ccc(CCNc2ncnc3c2nnn3Cc2ccccc2)cc1OC	1	-7	10	0	0	2	7	1	3	-0.1
46	COc1ccc(-c2cc(CCCC(=O)NCCc3ccccc3)no2)cc1	-5	-3	0	0	-10	1	-2	1	-2	-0.2
47	O=C(CC1Oc2ccc(Cl)cc2NC1=O)NC1CCCCCC1 (configuration not stated)	0	3	6	-1	0	0	-1	0	0	-0.1
48	Cc1ccc(OCCCN2C(=O)C(=O)c3cccc(C)c32)cc1	1	4	6	6	2	1	-11	-3	2	-0.4
49	COc1ccc(COc2cccc3ccc(C)nc23)cc1F	-2	-4	0	-1	-8	-7	-3	-1	5	0.3
50	O=C(NCc1ccccn1)Nc1cccc(F)c1	0	-7	-5	-1	-4	2	-1	2	-2	0.2
51	O=C(Nc1cccnc1Cl)c1cc([N+](=O)[O-])ccc1Cl	4	-1	0	-3	-6	1	7	0	-5	0.3
52	CCCNC(=O)C1(C)CCCN(C(=O)C2(c3ccc(Cl)cc3)CCCC2)C1 (configuration not stated)	3	11	-2	-4	-2	4	-10	1	-2	-0.5
53	CCc1ccc(N(C2C=CS(=O)(=O)C2)S(=O)(=O)c2ccccc2)cc1 (configuration not stated)	4	0	10	3	4	2	-3	-1	-9	-0.1
54	COc1ccc(CC(=O)N/N=C/c2ccc(-c3cccc(C(=O)O)c3)o2)cc1OC	-1	0	-3	-23	-37	-18	-3	4	-10	-0.3
55	COc1ccc2nc(N(CCN(C)C)C(=O)c3ccc4ncsc4c3)sc2c1	-4	-3	3	-7	-5	1	2	2	0	-0.1
56	O=C(CSc1nc2ccccc2c(=O)n1CC1CCCO1)N1CCN(c2ccccc2)CC1 (configuration not stated)	1	5	5	-4	-1	-4	-6	1	11	0.5
57	CCOC(=O)C1(Cc2cccc(OC)c2)CCN(Cc2ccccc2)CC1	1	-1	-4	-7	-2	-2	19	6	12	0.1
58	CS(=O)(=O)C1=C(O)C(=O)N(CCCC(=O)O)C1c1ccccc1F (configuration not stated)	0	-1	7	-2	-1	1	3	-4	5	0.4
59	CC(C)(C)c1ccc(-n2ncc3c2CCCC3NC(=O)CCN2CCCO2)cc1 (configuration not stated)	1	-4	9	1	-3	0	-4	-2	-2	0.4
60	Cc1noc(C)c1NC(=O)Nc1ccc2c(c1)C(=O)N([C@H](C)CO)C[C@H](C)[C@@H](CN(C)S(=O)(=O)c1ccc(Cl)cc1)OCCCC[C@@H](C)O2	-2	-1	2	-7	1	-2	3	1	7	0.7
61	CN(C(N)=S)c1ccccc1	2	4	1	-4	0	-2	0	1	-10	0.0
62	CC1CCC(NC(=O)c2ccc(COc3ccccc3)o2)CC1 (configuration not stated)	-3	2	-10	-3	-2	1	4	1	-1	0.8

A few values from above.
compound 62 in PLC-beta3 inh has -2
compound 41 in PLCg1 inh has -1

High-throughput results deposited in PubChem by The Scripps Research Institute Molecular Screening Center.
